# From PubChem
# TWEAK-Fn14 inh – blocks TWEAK-Fn14 interaction in a reporter cell assay; hit rate 2% among 360,000; AID 1159606; inhibition, % at 10 µM; TWEAK-stimulated Fn14 reporter cells, luciferase luminescence, 8 h; in the data active means inhibition above about 50%
# COUP-TFII inh – NR2F2 (human) inhibition, primary screen. P24468. HEK293T NGFI-A luciferase reporter, luminescence. inhibition, % at 8.6 µM. hit rate 0.7% among 370,000;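 active means inhibition above a per-plate cutoff, mean inhibition of test wells between control levels plus 3 SD, cut at about 38% in these data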;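 further: cells cotransfected with COUP-TFII expression vector driving the NGFI-A reporter; 0% = median of COUP-TF2 test wells and 100% = reporter-only cells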
# CF NFkB block – cystic fibrosis NF-kB activation inhibition. KKLEB NF-kB-GFP reporter, PAF-induced, GFP fluorescence overnight. inhibition, % at 5 µM. hit rate 0.86% among 360,000;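 active means at least 50% inhibition at 5 µM, scaled per plate between neutral and stimulator controls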;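 further: PAF is a Pseudomonas aeruginosa culture filtrate used as stimulus; plate controls were PAF-stimulated DMSO wells for no effect and unstimulated DMSO wells for full effect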
# C8 TRAIL sens – caspase-8 TRAIL sensitization; NB7+C8 cells + TRAIL, ATPlite viability luminescence; inhibition (viability loss, TRAIL sensitization), % at 10 µM; hit rate 1% among 360,000;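 active means compounds causing at least 50% loss of cell viability in the single-dose screen, relative to plate controls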
# KKLEB cytotox – CF airway cell cytotoxicity counter-screen | activity change (cytotoxicity), % at 5 µM | hit rate 0.36% among 360,000 | KKLEB CF airway cells viability, ATPlite luminescence, overnight; active compounds read low; cells stimulated with P. aeruginosa culture filtrate;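 active means corrected activity change at or below -50% at 5 µM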
# NCOA1 inh – inhibitors of human steroid receptor coactivator 1 (SRC1); inhibition, % at 3.6 µM; AID 588354; HEK293 GAL4-SRC1 luciferase reporter, luminescence; hit rate 0.12% among 360,000;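 active means inhibition above the campaign mean plus 3 SD, with each screening campaign given its own cutoff, cut at about 60% in these data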;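 further: 0% = DMSO treated cells and 100% = gossypol at 36 µM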
# NCOA3 inh – inhibitors of human steroid receptor coactivator 3 (SRC3) | HEK293 GAL4-SRC3 luciferase reporter, luminescence | inhibition, % at 3.6 µM | hit rate 0.17% among 360,000 | AID 588352;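 active means inhibition above a per-campaign cutoff, the mean of all compounds plus 3 SD, cut at about 60% in these data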;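 further: 0% = DMSO-treated cells and 100% = gossypol-treated cells at 36 µM; higher means less SRC3-driven luciferase light from the GAL4 reporter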
# LMP1 NFkB inh – inhibitors of Epstein-Barr LMP1-induced NF-kappaB reporter. inhibition, % at 12.5 µM. AID 504558. LMP1-induced NF-kappaB luciferase reporter cells, luminescence. hit rate 0.69% among 350,000; in the data active means inhibition above about 41%;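 further: 0% = neutral control wells and 100% = reference inhibitor control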
# NR5A2 inv ag – NR5A2 inverse agonism in reporter assay; O00482; HEK293T StAR-luciferase reporter, LRH-1 transfected, 24 h; inhibition, % at 3.6 µM; hit rate 0.13% among 360,000;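 active means inhibition above the mean inhibition of all tested compounds plus 3 SD, cut at about 73% in these data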;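 further: 0% = DMSO wells and 100% = reporter-only cells lacking LRH-1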
# NCOA2 inhibitor – human SRC2 (NCOA2) inhibition. inhibition, % at 9 µM. Q15596. hit rate 0.17% among 370,000. HEK293 GAL4-SRC2 luciferase reporter, luminescence. AID 651957;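 active means inhibition above the mean inhibition of all tested compounds plus 3 SD, set per campaign, cut at about 52% in these data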;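 further: 0% = DMSO treated cells and 100% = cells given Gossypol at 36 µM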
# Target sequence (Q15596 whole entry, looked up, the tested form may be a part): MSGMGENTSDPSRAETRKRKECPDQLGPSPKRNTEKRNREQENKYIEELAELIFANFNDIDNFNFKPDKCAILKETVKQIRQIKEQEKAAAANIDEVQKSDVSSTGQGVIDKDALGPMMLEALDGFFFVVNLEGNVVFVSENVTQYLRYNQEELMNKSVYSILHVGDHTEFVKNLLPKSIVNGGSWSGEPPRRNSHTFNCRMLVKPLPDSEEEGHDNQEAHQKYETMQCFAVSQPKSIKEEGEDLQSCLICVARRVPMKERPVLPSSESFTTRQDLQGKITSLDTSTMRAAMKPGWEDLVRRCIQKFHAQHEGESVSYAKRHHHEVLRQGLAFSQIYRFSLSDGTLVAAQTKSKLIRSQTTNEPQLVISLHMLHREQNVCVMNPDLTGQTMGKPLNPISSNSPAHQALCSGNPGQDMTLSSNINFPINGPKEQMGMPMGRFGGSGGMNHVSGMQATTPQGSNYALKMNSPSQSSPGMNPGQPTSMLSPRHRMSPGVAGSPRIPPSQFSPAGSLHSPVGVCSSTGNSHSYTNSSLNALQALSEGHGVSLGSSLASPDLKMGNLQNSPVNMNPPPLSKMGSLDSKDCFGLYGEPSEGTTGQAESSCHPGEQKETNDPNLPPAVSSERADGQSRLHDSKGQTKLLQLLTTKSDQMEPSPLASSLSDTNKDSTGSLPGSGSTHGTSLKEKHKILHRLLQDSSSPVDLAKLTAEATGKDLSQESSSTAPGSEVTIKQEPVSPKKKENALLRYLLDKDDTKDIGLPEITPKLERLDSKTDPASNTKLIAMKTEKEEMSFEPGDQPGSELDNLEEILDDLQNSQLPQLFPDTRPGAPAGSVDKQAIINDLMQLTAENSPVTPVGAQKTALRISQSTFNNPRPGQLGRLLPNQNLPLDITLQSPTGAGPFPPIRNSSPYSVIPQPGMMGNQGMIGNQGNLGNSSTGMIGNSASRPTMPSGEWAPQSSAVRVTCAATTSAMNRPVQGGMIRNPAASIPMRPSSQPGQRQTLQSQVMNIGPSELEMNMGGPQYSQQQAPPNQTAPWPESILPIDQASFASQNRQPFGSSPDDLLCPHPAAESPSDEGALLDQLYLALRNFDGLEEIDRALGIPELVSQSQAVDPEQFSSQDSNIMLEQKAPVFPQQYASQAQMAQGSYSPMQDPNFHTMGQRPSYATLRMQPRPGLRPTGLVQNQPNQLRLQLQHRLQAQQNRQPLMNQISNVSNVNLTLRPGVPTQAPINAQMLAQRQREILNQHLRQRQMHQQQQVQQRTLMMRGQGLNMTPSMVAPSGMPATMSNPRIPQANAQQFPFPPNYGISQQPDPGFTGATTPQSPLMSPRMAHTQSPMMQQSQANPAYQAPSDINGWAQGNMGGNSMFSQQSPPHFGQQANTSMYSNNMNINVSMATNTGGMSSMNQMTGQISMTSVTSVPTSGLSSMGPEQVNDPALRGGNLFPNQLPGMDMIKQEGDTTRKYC
# TROY signal inh – blocks TROY-dependent signaling in reporter cells | Q293 LMP1-TROYcd NF-kB luciferase reporter, 4 h | inhibition, % at 10 µM | hit rate 0.98% among 360,000 | AID 1347056;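 active means compounds whose plate-normalised and pattern-corrected inhibition of the luciferase reporter signal at the single screening dose is 50% or more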
# Active calls of the source: *; · = not tested or not shown.
# Values in the order – NR5A2 inv ag	TROY signal inh	C8 TRAIL sens	TWEAK-Fn14 inh	COUP-TFII inh	NCOA3 inh	NCOA2 inhibitor	NCOA1 inh	CF NFkB block	LMP1 NFkB inh	KKLEB cytotox
1	CCN(CC(=O)NCCCN1CCOCC1)S(=O)(=O)c1ccc(Cl)cc1
  8	-3	-15	6	3	1	-16	4	0	0	3
2	O=C(NNC(=O)c1csc(N2CCOCC2)n1)c1cccnc1
  21	-7	8	-4	-26	15	-2	-11	4	-3	-2
3	CC(OC(=O)CC1Sc2ccccc2NC1=O)C(=O)N(C)Cc1ccccc1 (configuration not stated)
  17	25	-3	6	-3	-9	-26	-40	-6	10	4
4	O=C(Nc1nncs1)c1ccc(Br)c(S(=O)(=O)N2CCCC2)c1
  -27	-5	-10	8	-13	-3	-4	0	-7	11	6
5	COc1cc(/C=C/C(=O)/C=C(O)/C=C/c2ccc(O)c(OC)c2)ccc1O
  -3	8	42	16	-19	-4	-27	-14	23	-14	-26
6	CCN(CC)Cc1c(O)ccc2occ(C(=O)c3ccc(OC)cc3)c12
  4	-4	5	-17	-20	3	-28	13	-5	4	4
7	CCN(c1ccccc1)S(=O)(=O)c1ccc(OC)c(NC(=O)CN(C)C)c1
  7	5	3	8	16	-9	-1	10	3	-6	3
8	Cc1ccc(N2C(=N)/C(=C3/Nc4ccccc4S3)C(c3ccccc3)C2=O)cc1 (configuration not stated)
  21	-61	16	-41	-5	-3	-15	-8	-3	-27	6
9	COc1cc(/C=N/N2C(=O)C3C4C=CC(CC4)C3C2=O)ccc1O (configuration not stated)
  2	-34	14	11	-5	17	-3	-8	2	-4	-8
10	CC(C)CCN1CCC(n2nccc2NC(=O)c2ccc3c(c2)OCO3)CC1
  -6	-18	-4	-14	2	-3	0	-8	-6	-3	3
11	COC(=O)c1cccc(NC(=S)Nc2cc(Cl)ccc2OC)c1
  -5	-24	-1	-8	5	-20	-3	6	2	-4	-6
12	Cc1cccc(/C=C2/SC(=O)N(Cc3ccccc3Cl)C2=O)n1
  2	-7	8	-18	-13	14	-6	7	12	2	-7
13	COc1ccc(S(=O)(=O)N(CC(=O)Nc2ccc3c(c2)OCO3)c2ccccc2OC)cc1
  5	3	9	25	7	1	-8	8	-12	8	6
14	O=C1NC[C@H](Cc2ccccc2)N(C[C@@H]2CCCN2C[C@H](Cc2ccccc2)N2C[C@H](Cc3ccccc3)N(CC3CCCCC3)C(=O)C2=O)C1=O
  -3	39	-2	19	11	8	31	0	23	·	10
15	Cc1ccc(NC(=O)C2=CCN(S(=O)(=O)c3ccc(F)cc3)CC2)c(C)c1
  -16	-14	-11	-2	-14	0	1	3	-14	-10	2
16	O=C(CNC(=O)c1n[nH]c2ccccc12)Nc1ccc(F)c(F)c1F
  -4	-4	-6	-1	24	-12	-2	-19	0	-9	6
17	CCCCNC(=O)CC(NS(=O)(=O)c1ccc(C)cc1)c1ccco1 (configuration not stated)
  11	0	6	11	-5	-3	11	-10	-6	-9	2
18	Cc1nc(Cc2nnc(SCC(=O)N3c4ccccc4NC(=O)C3(C)C)o2)cs1
  0	-10	14	-16	4	5	-5	-5	-12	-13	12
19	CC1CC(N(C(=O)c2ccc(Cl)cc2)c2ccccc2)c2ccccc2N1C(=O)c1ccco1 (configuration not stated)
  7	-4	8	15	18	-5	21	2	16	2	-4
20	O=C(Cc1ccccc1Cl)N1CCOCC1
  1	-16	-4	9	-25	2	-22	-11	3	2	-2
21	CCCCn1cnc2c1c(=O)[nH]c(=O)n2CCCC
  5	-6	11	-2	0	12	8	2	-11	-4	0
22	CCc1ccc(N2CC(C(=O)NC3=NCCS3)CC2=O)cc1 (configuration not stated)
  15	10	0	10	9	11	-14	-7	-7	-8	0
23	CCCCCCCNC(=O)C1(CC2CC(c3ccc(Cl)cc3)=NO2)CCN(C(=O)c2ccccc2)CC1 (configuration not stated)
  3	-2	13	-20	4	-14	5	-2	1	0	-28
24	CC(C)CNC(=O)C1(C)CCN1C(=O)c1ccc(C(C)(C)C)cc1 (configuration not stated)
  -7	11	-18	9	16	5	-1	-38	12	·	-18
25	CC12COC3(C(=O)Nc4cccnc4)CC1CCC32C (configuration not stated)
  -1	11	-6	-5	0	11	-1	4	7	-3	6
26	CCC(C(=O)NC(C)(C)C)N(C(=O)Cn1nnc(-c2ccccc2F)n1)c1cnc2ccccc2c1 (configuration not stated)
  15	8	-7	-1	-2	12	24	-1	11	13	-7
27	CCOC(=O)c1c(-c2ccccc2)oc2ccc(OCC(=O)NN)cc12
  0	-22	-5	-9	1	-2	-24	22	12	2	-8
28	CCCCn1c(Nc2ccc(OC)cc2)nc2ccccc21
  -23	13	9	-20	11	9	-9	10	11	-10	-5
29	Cc1ccccc1C(=O)Nc1ccccc1C(=O)N1CCC(C)CC1
  -9	6	37	1	16	-21	-28	-2	10	-7	-7
30	C=CCC[C@H](Cc1ccc(F)cc1)C(=O)OC[C@H](Cc1c[nH]c2ccccc12)NC(=O)[C@@H](CC=C)CC(=O)N(CCO)Cc1ccccc1
  8	45	34	60*	10	5	7	-14	3	-2	0

# For reference, some entries already given:
# Values in the order – NR5A2 inv ag	TROY signal inh	C8 TRAIL sens	TWEAK-Fn14 inh	COUP-TFII inh	NCOA3 inh	NCOA2 inhibitor	NCOA1 inh	CF NFkB block	LMP1 NFkB inh	KKLEB cytotox
22	CCc1ccc(N2CC(C(=O)NC3=NCCS3)CC2=O)cc1 (configuration not stated)
  15	10	0	10	9	11	-14	-7	-7	-8	0
23	CCCCCCCNC(=O)C1(CC2CC(c3ccc(Cl)cc3)=NO2)CCN(C(=O)c2ccccc2)CC1 (configuration not stated)
  3	-2	13	-20	4	-14	5	-2	1	0	-28

# The list continues.
# Values in the order – NR5A2 inv ag	TROY signal inh	C8 TRAIL sens	TWEAK-Fn14 inh	COUP-TFII inh	NCOA3 inh	NCOA2 inhibitor	NCOA1 inh	CF NFkB block	LMP1 NFkB inh	KKLEB cytotox
31	O=C(C(Cl)c1ccccc1)N1CCCC1 (configuration not stated)
  47	0	-4	24	-10	4	13	6	-6	-15	1
32	Cc1nc(Cl)sc1C(=O)Nc1ccc(Cl)cc1
  -4	-26	3	-17	-12	13	6	-5	-36	-2	21
33	CCOC(=O)N1CCN(C(=O)c2cc3cc(Cl)ccc3[nH]2)CC1
  -14	13	-11	-1	8	4	5	0	5	5	3
34	CCCC(O)(c1ccc(OC)cc1)C(CN1CCOCC1)c1ccc(Cl)cc1 (configuration not stated)
  6	-10	20	-6	14	6	17	18	0	7	12
35	COc1ccc2c(Cl)c(C(=O)N/N=C/c3c(C)[nH]c4ccccc34)sc2c1
  1	-56	2	4	-13	-7	-17	1	0	-3	0
36	COc1ccc(C(=O)COc2nc(C)cc(C)c2C#N)cc1
  -6	5	10	-1	-16	-6	-22	7	20	4	-1
37	CCc1c(C)nc2c(-c3ccccc3)c[nH]n2c1=O
  0	7	13	0	5	-17	13	-3	-10	-5	5
38	COc1ccc(-n2nc3c(c2NC(=O)c2ccccc2)CS(=O)(=O)C3)cc1
  14	15	-4	-3	10	0	-7	1	-17	-7	4
39	CCOC(=O)C1=CCN(S(=O)(=O)c2ccccc2Br)C1c1cccc(F)c1 (configuration not stated)
  -15	2	-1	17	11	-12	-15	5	-3	·	-1

# Along the list, from the results shown.
# Nos. 31–39 in C8 TRAIL sens read -4, 3, -11, 20, 2, 10, 13, -4, -1
# Nos. 31–39 in NCOA3 inh read 4, 13, 4, 6, -7, -6, -17, 0, -12

# Some of the entries so far, as tab-separated lines:
entry	SMILES	NR5A2 inv ag	TROY signal inh	C8 TRAIL sens	TWEAK-Fn14 inh	COUP-TFII inh	NCOA3 inh	NCOA2 inhibitor	NCOA1 inh	CF NFkB block	LMP1 NFkB inh	KKLEB cytotox
4	O=C(Nc1nncs1)c1ccc(Br)c(S(=O)(=O)N2CCCC2)c1	-27	-5	-10	8	-13	-3	-4	0	-7	11	6
27	CCOC(=O)c1c(-c2ccccc2)oc2ccc(OCC(=O)NN)cc12	0	-22	-5	-9	1	-2	-24	22	12	2	-8
26	CCC(C(=O)NC(C)(C)C)N(C(=O)Cn1nnc(-c2ccccc2F)n1)c1cnc2ccccc2c1 (configuration not stated)	15	8	-7	-1	-2	12	24	-1	11	13	-7
29	Cc1ccccc1C(=O)Nc1ccccc1C(=O)N1CCC(C)CC1	-9	6	37	1	16	-21	-28	-2	10	-7	-7
12	Cc1cccc(/C=C2/SC(=O)N(Cc3ccccc3Cl)C2=O)n1	2	-7	8	-18	-13	14	-6	7	12	2	-7
24	CC(C)CNC(=O)C1(C)CCN1C(=O)c1ccc(C(C)(C)C)cc1 (configuration not stated)	-7	11	-18	9	16	5	-1	-38	12	·	-18

# A few values from above.
# entry 32 in NR5A2 inv ag shows -4
# entry 34 in NCOA1 inh shows 18
# entry 31 in KKLEB cytotox shows 1
